Dynein cargo inh – inhibitors of GR-EGFP nuclear translocation, primary screen, dynein cargo transport inhibitor project, imaging, high-content, 3617.4 mouse cells | test concentration mostly 20 µM; stimulated with dexamethasone, 1 µM; active compounds read low | z-score, hits read low | 0.47% of 220,000 active | AID 1381, 2008;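 active = plate z-score of nuclear minus cytoplasmic receptor signal below a set negative limit, without overly bright fluorescence or cell loss, cut at about -3.5 in these data, passing the limit was not always enough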;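 note: z-score of nuclear minus cytoplasmic ring GR-EGFP intensity difference per well; some compounds called inactive have numbers as strong as hits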
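Buffer or medium: Induction medium lacking tetracycline, stripped serum | Also added: Dexamethasone agonist, 1.0 µM final, for 30 min | Timing: 48 h induction, 1 h compound, 30 min dex at 37 °C | Detection: Formaldehyde fixation, Hoechst nuclear stain, 10x automated fluorescence imaging | Measure: Nuclear versus cytoplasmic GR-EGFP signal, averaged per well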
P. falciparum M17LAP – P. falciparum M17LAP inhibitors, primary screen, biochemical, fluorogenic H-Leu-NHMec substrate, 1536-well (AID 1619); recombinant M17LAP, H-Leu-NHMec fluorogenic kinetic assay; higher % means a stronger effect; Leucine aminopeptidase (Plasmodium falciparum (isolate 3D7)); one-dose inhibition, % at 30 µM; IC50 in µM for titrated hits; 0.38% of 220,000 active;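 active = compound inhibiting the enzyme by more than half at any dose during confirmatory dose-response retesting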;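 note: plate controls were full reaction with DMSO carrier for no effect and no enzyme background for full effect; strong numbers were not always called active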
T cell HTS – modulators of CD8 T cell-vesicle binding, primary screen, mouse 2C CD8+ T cells, flow cytometry; 2C CD8+ T cell-vesicle binding; active compounds read low; calls only at 7 µM; 0.068% of 330,000 active; AID 2052, 2009;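 active = response, share of CD8 T cells binding vesicles, and their 90th percentile fluorescence all below set limits, cut at about 80% in these data, passing the limit was not always enough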
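material = purified 2C TCR transgenic mouse naive CD8+ T cells | controls = Unloaded micro-vesicles (low), QL9 vesicles with 0.7% DMSO (high) | detection = cytometric PE anti-B7-1 and Alexa647 anti-CD8 signals after 1% paraformaldehyde fixation | incubation = binding step 1.5 h, 37 °C, antibody labelling 20 min, ice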
M1AAP inhibition – P. falciparum M1AAP inhibitors, biochemical, fluorogenic H-Leu-NHMec substrate, 1536-well (AID 1445); Aminopeptidase N (Plasmodium falciparum (isolate 3D7)); recombinant M1AAP, H-Leu-NHMec fluorogenic kinetic assay; higher % means a stronger effect; one-dose inhibition, % at 30 µM; IC50 in µM for titrated hits; 0.42% of 220,000 active;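 active = primary inhibition above the hit cutoff, then over 50% inhibition at one or more dose response concentrations, cut at about 23% in these data, passing the limit was not always enough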;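 note: plate controls were DMSO full reaction for no effect and no enzyme background for full effect; strong numbers were not always called active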
Autophagy mod – autophagy modulators in MEF cells, primary screen, imaging, high-content, MEF GFP-LC3; MEF GFP-LC3 puncta imaging; test concentration mostly 10 µM; calls only at 10 µM (by protocol); 0.98% of 190,000 active; AID 463193, 2010;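 active = percentage of spot-positive cells more than 3 SD above its plate mean, without a fluorescence outlier flag or 80% toxicity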;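 note: spot-positive cell cutoff set from DMSO-treated cells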
bCat nuc transl – modulators of beta-catenin nuclear translocation, primary screen, imaging, HeLa cells, immunofluorescence, high-content; nuclear translocation activity, % at 5 µM; 0.3% of 190,000 active;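 active = nuclear translocation activity above 50% at 5 µM, with a well cell count of 50 or more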;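 note: per-cell ratio of nuclear to cytoplasmic median beta-catenin stain intensity; plate controls were DMSO negative control for no effect and GSK-3 inhibitor IX positive control for full effect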
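Assay system: human HeLa cells, native beta-catenin; doses: 5 µM primary, 0.02–20 µM confirmation; incubation: compound treatment 24 h, 37°C, 5% CO2; technique: fluorescence imaging of beta-catenin antibody stain plus DAPI; measure: % activation, nuclear-to-cytoplasmic median beta-catenin signal ratio per cell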
Yfh1-off respiration – enhancers of respiration in Yfh1-depleted yeast, dose response, Friedreich's ataxia, plus single-dose screen (AID 1465). S. cerevisiae Yfh1-off respiration, WST-1 reduction, 72 h; higher fold induction means a stronger effect. fold induction at 50 µM; hits with a dose series show EC50 in µM. 0.074% of 220,000 active;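 active = fold induction of absorbance versus untreated yeast above a set limit, then at least 30% activation at any dose in follow-up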;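 note: activators that raise dye reduction in frataxin-depleted yeast; strong numbers were not always called active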
MT stabilize HCS – microtubule stabilizers in HeLa cells, primary screen, imaging, high-content imaging. HeLa tubulin immunostaining HCS, 24 h; share of cells brighter than vehicle mean+2SD. % tubulin-high responders, % at 10 µM. 0.83% of 200,000 active;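 active = plate Z-score above 3 for both tubulin-high and condensed-nucleus cell shares, with cell loss under 80%, at 10 µM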;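 note: anti alpha tubulin signal scored within the nucleus-defined area of each cell; some results filed as inactive read as strong as hits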
WT yeast gro inh – growth inhibition of WT strain, primary screen, mitochondrial fusion inhibitor project, WT and mutant strains, chemical genetic; mitochondrial fusion phenotypic screen; inhibition, % at 10 µM; 2.1% of 190,000 active; AID 1362, 2008; in the data active = inhibition above about 58%; tested in S. cerevisiae
WT yeast gro inh mutant strain – also measured in WT yeast gro inh; calls as there; inhibition, %; mitochondrial fusion phenotypic screen, mutant strain inhibition
Dynein cargo inh cytoplasmic EGFP – also measured in Dynein cargo inh; calls as there; z-score; measured here: cytoplasmic GR-EGFP intensity; active compounds read high
Dynein cargo inh nuclear GR-EGFP – second read-out of Dynein cargo inh, no call of its own (marks repeat the call); z-score; measured here: nuclear GR-EGFP intensity;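 lower value marks the stronger effect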
Dynein cargo inh cell count – further read-out of Dynein cargo inh, marked with its call; z-score; measured here: cell count per field
bCat nuc transl cell count 5 µM – further read-out of bCat nuc transl, marked with its call; cell count; measured here: cell count, cytotoxicity flag
T cell HTS vesicle-bound % – second read-out of T cell HTS, no call of its own (marks repeat the call); double positive events, %; measured here: CD8+ vesicle-bound cell fraction;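 binding gate set so that unloaded-vesicle control wells show 10% double positive cells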
MT stabilize HCS Hoechst-high % – recorded beside MT stabilize HCS, whose call it bears; % Hoechst-high responders; measured here: nuclear condensation Hoechst responders;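 share of cells brighter than vehicle mean plus two SD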
MT stabilize HCS cytotoxicity % – further read-out of MT stabilize HCS, marked with its call; toxicity, %; measured here: cytotoxicity by cell density;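 0% = mean cell density of plate MIN control wells and 100% = no cells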
Autophagy mod cell loss 18 h – second read-out of Autophagy mod, no call of its own (marks repeat the call); toxicity, %; measured here: cell loss, nuclei count;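 cell loss after 18 h compound exposure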
The depositor's hits bear a star; i = inactive; . = not tested or not shown.

#	SMILES	Dynein cargo inh	Dynein cargo inh cytoplasmic EGFP	Dynein cargo inh nuclear GR-EGFP	Dynein cargo inh cell count	P. falciparum M17LAP	T cell HTS	T cell HTS vesicle-bound %	M1AAP inhibition	Autophagy mod	Autophagy mod cell loss 18 h	bCat nuc transl	bCat nuc transl cell count 5 µM	Yfh1-off respiration	MT stabilize HCS	MT stabilize HCS Hoechst-high %	MT stabilize HCS cytotoxicity %	WT yeast gro inh	WT yeast gro inh mutant strain
1	COc1ccc(C(=O)CSc2nnc(CC(=O)Nc3ccccc3OC)n2C)cc1	-0.15	-0.27	-0.23	0.24	-4%	i	31	2%	i	4	0.2	1088	i	1.7	2.0	10	-7	0
2	CCCCC(=O)Nc1ccc2c(c1)nc(CCN1CCN(C)CC1)n2C	-0.28	-0.26	-0.17	0.74	-2%	i	33	4%	.	.	-0.5	1317	i	.	.	.	.	.
3	Cc1ccc(C(C(=O)NC2CCCCC2)N(Cc2ccco2)C(=O)C2COc3ccccc3O2)o1 (stereo unspecified)	-0.89	0.1	-0.23	0.059	1%	i	19	8%	i	28	-1.9	1166	.	2.4	1.1	8.6	27	17
4	O=C(CCNC(=O)c1ccccc1Cl)Nc1cc(S(=O)(=O)N2CCOCC2)ccc1N1CCOCC1	-0.96	-0.84	-0.75	0.76	.	i	33	.	.	.	-0.8	1313	i	.	.	.	.	.
5	Cc1c(CCO)c(=O)[nH]n1S(=O)(=O)c1ccccc1	-0.25	-0.069	0.13	0.02	6%	i	57	2%	i	0	-0.7	1029	i	7.4	1.7	4.9	-20	9
6	COc1ccccc1C(=O)NNC1CC(=O)N(c2ccc3c(c2)OCCO3)C1=O (stereo unspecified)	0.18	-0.27	0.062	0.94	10%	i	47	1%	i	5	1.5	1080	i	4.5	1.7	0.1	5	13
7	COc1cccc(/C=C/C(=O)OCC(=O)Nc2ccc(S(=O)(=O)N3CCCC3)cc2)c1	0.24	-0.28	-0.29	-0.1	-8%	i	8	1%	i	0	.	.	i	2.2	2.6	0.2	3	-1
8	O=C(Oc1ccc2c3c(c(=O)oc2c1)CCCC3)c1cccs1	0.72	-0.24	0.52	-0.83	-33%	i	29	8%	i	-6	-0.7	887	i	3.1	3.1	2.9	6	39
9	C[C@H]1[C@H](C)CC[C@]2(C(=O)O)CC[C@]3(C)C(=CC[C@@H]4[C@@]5(C)C[C@@H](O)[C@H](O)C(C)(C)[C@@H]5CC[C@]43C)[C@H]12	0.96	-0.24	0.77	0.21	18%	i	21	8%	i	-3	.	.	i	3.1	2.6	8.6	4	3
10	CC(C)N(CC#CCC(O)(c1ccccc1)C1CCCC1)CCO (stereo unspecified)	-0.4	-0.26	-0.0095	0.5	.	i	17	.	i	4	-1.0	865	i	3.5	2.0	9.7	-24	-9
11	Cc1[nH]c2ccccc2c1/C=N/Nc1nc(Nc2ccccc2)nc(N2CCOCC2)n1	-0.61	-0.18	-0.8	-0.26	-5%	i	7	1%	i	-17	.	.	i	8.8	3.7	14	16	11
12	CCOC(=O)c1nnn2c1nc(SCC(C)=O)c1ccccc12	-0.65	-0.1	-0.34	0.89	3%	i	55	4%	.	.	0.9	1031	i	.	.	.	.	.
13	CCCCCC1CC(=O)N(Cc2ccc(Cl)cc2)C(=O)N1 (stereo unspecified)	0.062	-0.22	0.2	0.18	8%	i	12	4%	i	-7	5.1	1376	i	1.4	1.5	5.5	32	-4
14	S=c1[nH]nc(-c2ccco2)n1/N=C/c1ccccc1Cl	-0.37	-0.19	-0.35	-0.11	1%	i	49	15%	i	7	2.2	932	i	8.3	1.1	6.9	-4	4
15	Cc1cc(C)nc(NCC(O)COc2ccccc2C)n1 (stereo unspecified)	1.4	-0.17	1.3	-1.8	8%	i	21	4%	i	14	1.7	800	i	3.6	3.3	8.4	-4	-8
16	COCCNC(=O)c1cc2c(=O)n(C)c3ccccc3c2n1C	-0.28	-0.11	0.065	-0.42	8%	i	48	4%	i	5	.	.	i	4.6	2.0	2.8	2	-2
17	CCC(=O)c1ccc(OC)c(OC)c1O	-0.33	1.2	0.6	-0.42	13%	i	56	-4%	.	.	-0.2	1399	i	.	.	.	.	.
18	Cc1ccc(C(C)C)c(OCc2nnc(SCC(=O)Nc3ncc(C)s3)n2C)c1	0.96	0.4	0.64	0.77	3%	i	29	-2%	i	-4	1.1	1015	i	2.7	2.6	9.5	-12	-1
19	CCCCCOC(=O)Cc1c(C)nc(-c2ccccc2)[nH]c1=O	-0.25	-0.28	0.2	-0.18	6%	i	28	0%	i	16	2.1	1115	i	2.3	2.0	7.3	-5	-8
20	COc1ccc(OC)c(C(=O)CSc2nnc(-c3cccnc3)n2C)c1	1.1	-0.22	0.46	-0.64	-5%	i	40	1%	i	4	-8.1	1302	i	2.7	1.6	2.4	-11	-18
21	Cc1ccc(S(=O)(=O)NN2C(=O)c3ccccc3NC2c2ccccc2O)cc1 (stereo unspecified)	-0.66	-0.23	-0.39	0.45	-22%	i	20	4%	i	-2	-1.9	1087	i	1.5	2.5	11	-9	2
22	CCOc1ccc(-c2cc(CCCC(=O)Nc3cccc(OC)c3)no2)cc1	0.27	-0.17	0.32	0.034	14%	i	14	9%	i	-6	100*	335*	i	23*	55*	30*	16	-6
23	CC(C)Sc1nc2ncnc(N)c2[nH]1	0.96	-0.16	0.56	-0.82	-24%	i	61	12%	i	-15	-2.9	1128	i	2.1	2.7	5.5	-9	-8
24	O=C(Nc1ccc2c(c1)OCO2)c1cc2ncc(Br)cn2n1	2.9	0.15	2.1	-2.4	-4%	.	.	3%	i	-4	-0.8	1069	i	4.4	2.4	4.3	-8	-2
25	Cc1ccc(-n2ncc3c(=O)n(CC(=O)N4CCCc5ccccc54)cnc32)cc1C	0.36	0.14	0.14	-0.86	-5%	.	.	-1%	i	-8	-4.1	1219	i	3.0	1.6	4.4	10	5
26	C/C(=N\Nc1nc2ccccc2s1)c1cccs1	-0.64	-0.31	-0.63	0.88	24%	i	50	37%	i	-6	0.8	446	i	2.9	3.2	11	77	80
27	Cc1ccc(Nc2nc3nonc3[nH]c2=O)cc1	-0.52	-0.35	-0.16	0.33	-299%	i	48	3%	i	-2	-6.3	973	i	5.0	3.5	0.8	6	1
28	O=S(=O)(NC1CC2CCC1C2)c1ccc(Br)s1 (stereo unspecified)	-0.24	-0.24	-0.11	-0.0072	9%	i	45	2%	i	5	.	.	i	2.7	1.2	3.3	-2	-5
29	O=C(COc1ccc(Cl)cc1)NC1CCSC1=O (stereo unspecified)	0.64	-0.44	0.69	-0.36	8%	i	12	0%	i	11	-2.3	1198	i	4.4	2.2	4.4	2	-8
30	CCc1ccc(-c2nc(CN3CCC(C(=O)NCc4ccccc4OC)CC3)c(C)o2)cc1	-0.5	-0.16	-0.16	0.36	14%	i	28	12%	i	-8	-4.1	814	i	4.2	2.3	1.4	22	25
31	c1ccc(CN2CN=C(Nc3nc4ccccc4s3)NC2)cc1	-0.2	-0.13	0.25	0.68	3%	i	21	-2%	i	20	.	.	i	2.6	1.3	3.5	-6	1
32	Cn1c(SCC(=O)O)nc2ccccc2c1=O	-0.37	-0.29	-0.13	0.68	4%	i	36	1%	i	-20	-3.2	1207	i	4.2	4.0	7.5	7	14
33	CCOC(=O)c1cc(C(=O)OCC)c(=O)[nH]c1C	-0.56	-0.18	0.62	-0.67	5%	i	28	1%	i	16	-3.9	561	i	3.3	2.2	7.9	-3	-14
34	COC(=O)c1ccc(OC(=O)CCc2cc(OC)c(OC)c(OC)c2)cc1	-0.36	-0.19	-0.58	-0.18	-4%	i	33	2%	i	-4	-0.6	1168	i	3.2	2.8	9.1	-12	-3
35	COc1ccc(NC(=O)CCCN2C(=O)CCC2=O)cc1Cl	0.45	-0.15	0.4	-0.44	-6%	i	61	7%	i	3	0.6	1154	i	3.2	1.9	3.9	8	3
36	O=C(CSc1ccccc1)NCc1ccco1	-0.082	-0.18	-0.049	0.65	11%	i	39	-1%	i	-3	-2.5	558	i	3.3	2.6	5.4	-17	9
37	CCOC(=O)C1=NN(C(=O)c2ccco2)C2(CC2)C1	0.023	-0.26	0.064	1.1	21%	i	45	13%	i	0	.	.	i	2.2	2.0	8.7	13	3

Assay outcomes (PubChem)
